Source: PubChem (several laboratories)
Large T inhibition = TAg ATPase/helicase activity blockers – biochemical (AID 1903). SV40 large T antigen ATPase/helicase inhibition assay; higher % means a stronger effect. inhibition, % at 20 µM, or IC50 in µM where a hit was titrated. hit rate 0.39% among 310,000; in the data active = a potency from the dose series; also: strong numbers were not always called active
GPR55 beta-arrestin = GPR55 agonists via beta-arrestin recruitment, primary screen, imaging, U2OS cells, beta-arrestin-GFP redistribution (AID 1961); U2OS GPR55 beta-arrestin-GFP redistribution imaging; higher % means a stronger effect; activation, % at 10 µM, or EC50 in µM where a hit was titrated; hit rate 0.048% among 290,000;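 active = activation above 40% with more than 50 cells counted in the well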;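 also: U2OS osteosarcoma cells stably expressing GPR55 and beta-arrestin-GFP; plate controls were DMSO negative control for no effect and LPI positive control for full effect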
T cell modulator = T cell immune modulators affecting CD8 T cell-vesicle binding | AID 2052 | hit rate 0.068% among 330,000 | calls only at 7 µM | 2C CD8+ T cell-vesicle binding, flow cytometry; active compounds read low;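 active = response, share of CD8 T cells binding vesicles, and their 90th percentile fluorescence all below set limits, cut at about 80% in these data, passing the limit was not always enough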
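Assay system: 2C TCR transgenic mouse naive CD8+ T cells, MACS-purified | Read-out: CD8+ gate FL2 mean fluorescence as % of same-row positive control | Signal: High-throughput flow cytometry with anti-B7-1 and anti-CD8 staining | Timing: Binding step 1.5 h, 37 °C, antibody labelling 20 min, ice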
GPR55 LPI antagonism = GPR55 antagonists blocking LPI-driven arrestin recruitment, primary screen, imaging, U2OS, beta-arrestin-GFP, LPI agonist (AID 2013); inhibition, % at 10 µM; hits with a dose series show IC50 in µM; hit rate 0.13% among 290,000; U2OS GPR55 beta-arrestin-GFP translocation imaging, LPI antagonism; higher % means a stronger effect;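 active = spots per cell inhibited over 60%, with over 100 cells counted and total cytoplasm intensity under 500,000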;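 also: U2OS cells stably carrying GPR55 and arrestin-GFP stimulated by 5 µM LPI near EC80; imaged beta-arrestin-GFP aggregate spots per cell after agonist stimulation; plate controls were LPI-stimulated DMSO wells for no effect and DMSO wells without LPI for full effect; some results filed as inactive read as strong as hits; confirmed hits need IC50 under 10 µM and bright autofluorescent wells are also inconclusive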
LYP inhibition = PTPN22 lymphoid phosphatase activity blockers – biochemical, fluorescence intensity, uHTS (AID 1779); hit rate 0.054% among 290,000; inhibition, % at 11.5 µM, or IC50 in µM where a hit was titrated; recombinant LYP phosphatase, fluorescence intensity; higher % means a stronger effect; in the data active = inhibition above about 50%;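 also: plate controls were vehicle with enzyme for no effect and no enzyme for full effect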
Hep lipid drop = hepatic lipid droplet formation modulation | AML12 mouse hepatocytes, oleate lipid droplets, BODIPY imaging | inhibition, % at 6.5 µM | hit rate 0.4% among 240,000 | AID 1656;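 active = lipid droplet intensity inhibited by at least 50%, with more than 500 cells counted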
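Material: mouse AML12 hepatocyte cell line, fixed after treatment; Timing: compound with oleate, overnight; Technique: high-content imaging of BODIPY-stained droplets and DAPI nuclei; Probe or stimulus: oleate, 100 µM final; Dosing: compound at 6.5 µM only.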
GPR35 arrestin U2OS = inhibition of zaprinast-stimulated GPR35 beta-arrestin translocation – imaging, U2OS, beta-arrestin-GFP, zaprinast agonist, primary screen (AID 2058); hit rate 0.052% among 290,000; inhibition, % at 10 µM, or IC50 in µM where a hit was titrated; U2OS GPR35 beta-arrestin-GFP translocation imaging, zaprinast antagonism; higher % means a stronger effect;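 active = inhibition of at least 50% with at least 30 cells and total cytoplasm GFP at most 10,000,000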
Rac1 GTP hydrolysis = MgcRacGAP GTPase-activating activity inhibitors, confirmation, biochemical, ADP Hunter fluorescence; MgcRacGAP-stimulated Rac1 GTP hydrolysis, ADP Hunter fluorescence; higher % means a stronger effect; GST-tagged Rac1 F28L mutant substrate; one-dose inhibition, % at 30 µM; IC50 in µM for titrated hits; hit rate 0.6% among 340,000; AID 624330;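 active = first-screen hits whose inhibition reached a set limit at any dose in the follow-up dose series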;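 also: fluorescence reports GDP produced by GAP-driven GTP hydrolysis; strong numbers were not always called active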
NTR1 ag = agonists of NTR1, primary screen, imaging, U2OS cells, beta-arrestin-GFP, high content (AID 493036) | activation, % at 20 µM | NTR1-U2OS beta-arrestin-GFP spot imaging, agonist mode | hit rate 0.17% among 330,000 | P30989;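 active = activation at or above 40% of the spot to cytoplasm intensity ratio, with at least 20 cells analyzed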;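 also: 0% = DMSO without peptide and 100% = 100 nM NTR1 peptide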
Target sequence (P30989 whole entry, looked up): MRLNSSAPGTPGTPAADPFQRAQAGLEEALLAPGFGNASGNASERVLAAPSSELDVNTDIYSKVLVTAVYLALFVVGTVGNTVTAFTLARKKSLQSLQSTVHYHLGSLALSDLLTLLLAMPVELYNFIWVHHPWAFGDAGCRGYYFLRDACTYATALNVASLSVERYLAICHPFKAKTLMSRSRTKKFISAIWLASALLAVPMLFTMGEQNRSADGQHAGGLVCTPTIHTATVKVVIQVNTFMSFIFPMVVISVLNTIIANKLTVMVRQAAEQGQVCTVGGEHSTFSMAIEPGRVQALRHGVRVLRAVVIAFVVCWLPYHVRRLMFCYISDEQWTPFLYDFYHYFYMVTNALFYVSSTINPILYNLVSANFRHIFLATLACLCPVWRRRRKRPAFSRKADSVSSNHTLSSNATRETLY
Hep lipid drop cells 6.5 µM = second read-out of Hep lipid drop, no call of its own (marks repeat the call); cell count; measured here: cell count, cytotoxicity flag;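 cells counted across two imaged fields per well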
T cell modulator vesicle-bound % = second read-out of T cell modulator, no call of its own (marks repeat the call); double positive events, %; measured here: CD8+ vesicle-bound cell fraction;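 binding gate set so that unloaded-vesicle control wells show 10% double positive cells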
NTR1 ag cell count 20 µM = also measured in NTR1 ag; calls as there; cell count; measured here: cell count, cytotoxicity flag
* = called active by the depositor; i = inactive; / = no result given.

The first two records, to show the layout:
SMILES	Large T inhibition	GPR55 beta-arrestin	T cell modulator	T cell modulator vesicle-bound %	GPR55 LPI antagonism	LYP inhibition	Hep lipid drop	Hep lipid drop cells 6.5 µM	GPR35 arrestin U2OS	Rac1 GTP hydrolysis	NTR1 ag	NTR1 ag cell count 20 µM
O=C1Cc2ccccc2N1c1c(Cl)cccc1Cl	5%	-0.4%	i	42	0%	-2%	19	749	3%	13%	0.1	50
COc1ccc(OC)c2[nH]c(=O)c(CCNC(=O)Cc3cccs3)cc12	7%	0.2%	i	52	12%	-10%	5	693	-7%	6%	0.7	93

Main list, previewed entries included:
SMILES	Large T inhibition	GPR55 beta-arrestin	T cell modulator	T cell modulator vesicle-bound %	GPR55 LPI antagonism	LYP inhibition	Hep lipid drop	Hep lipid drop cells 6.5 µM	GPR35 arrestin U2OS	Rac1 GTP hydrolysis	NTR1 ag	NTR1 ag cell count 20 µM
O=C1Cc2ccccc2N1c1c(Cl)cccc1Cl	5%	-0.4%	i	42	0%	-2%	19	749	3%	13%	0.1	50
COc1ccc(OC)c2[nH]c(=O)c(CCNC(=O)Cc3cccs3)cc12	7%	0.2%	i	52	12%	-10%	5	693	-7%	6%	0.7	93
CN1C(C(=O)NCc2cccc(Br)c2)CC2Cn3c(nc4cc5ccccc5cc43)C21 (centres undefined)	12%	-0.1%	/	/	1%	-8%	-7	663	-5%	9%	11	92
COc1ccc(-c2cn(CCN)c(-c3ccncc3)n2)cc1	4%	/	i	34	/	/	/	/	/	-5%	0.3	61
C=C(C)c1cccc(C(C)(C)NC(=O)N2CC(C)OC(C)C2)c1 (centres undefined)	-3%	-0.1%	i	50	6%	4%	-3	801	-10%	9%	0.7	69
O=C(NC1CCN(Cc2ccccc2)CC1)C(NS(=O)(=O)c1cccc2nsnc12)c1ccccc1 (centres undefined)	2%	0.0%	i	23	12%	-9%	8	687	7%	15%	0.5	44
O=[N+]([O-])c1ccc(OCCn2cnc3ccccc32)cc1	7%	-0.5%	i	12	0%	-3%	19	742	-11%	-24%	0.3	49
ON=C1c2cc(OCCN3CCCCC3)ccc2-c2ccc(OCCN3CCCCC3)cc21	8%	-0.1%	i	38	9%	-13%	-15	783	8%	24%	4.0	46
Cn1cccc1/C=C1\SC(=O)N(c2ccccc2)C1=O	19%	-0.2%	i	42	-6%	-5%	1	560	10%	7%	-0.1	63
CN(Cc1ccccc1)C(=O)Cn1c(=O)c2cccn2c2cccnc21	3%	0.8%	i	26	4%	-6%	-16	656	26%	-4%	-0.9	80
CC(=S)/C=C1\Sc2ccccc2N1C	26%	0.0%	i	9	7%	-7%	/	/	14%	29%	1.5	51
O=C(O)c1ccc(N2C(=O)C3C4c5ccccc5C(Br)(c5ccccc54)C3C2=O)cc1 (centres undefined)	7%	-0.2%	i	47	13%	-7%	-12	712	4%	-9%	3.2	46
Cc1ccnc(NS(=O)(=O)c2cccc([N+](=O)[O-])c2)c1	17%	0.0%	i	7	-4%	-7%	-6	658	-6%	12%	0.7	46
Nc1nonc1-n1nnc(C(=O)N/N=C/c2ccoc2)c1-c1ccccc1	22%	0.3%	i	11	1%	-5%	5	774	3%	5%	-0.3	45
O=C(CSc1nnc(CNC(=O)c2c(F)cccc2F)o1)NCc1ccco1	16%	-0.2%	i	65	0%	-8%	3	810	-1%	4%	1.8	54
CCOC(=O)C1CCN(C(=O)c2cc3c(s2)-c2ccccc2OC3)CC1	/	-0.3%	i	39	-6%	-25%	-40	771	-10%	7%	3.2	49
Cn1nc(C(F)(F)F)c(-c2ccccc2)c1NC(=O)c1ccco1	25%	-0.2%	i	32	6%	-6%	-2	700	6%	9%	0.3	49
CC1(C(=O)N2CC3(CC(c4ccccc4)=NO3)C[C@H]2C(=O)NCC(N)=O)CC1 (some centres undefined)	7%	-0.3%	i	10	12%	-3%	/	/	26%	5%	-1.1	90
COc1ccc(S(=O)(=O)Nc2nnc(Cc3ccc(OC)c(OC)c3)s2)cc1	27%	0.1%	i	41	-11%	-2%	-3	725	9%	15%	-0.4	59
O=C1CC(N2CCN(Cc3ccccc3)CC2)C(=O)N1 (centres undefined)	10%	-0.1%	i	47	4%	-4%	1	717	4%	5%	-0.5	79
O=C(Nc1ccc(-c2cnco2)cc1)c1ccc(Cl)cc1	5%	-0.2%	i	37	0%	-9%	34	741	10%	/	-0.8	42
O=C(COC(=O)c1cc[n+]([O-])cc1)Nc1ccc(F)c([N+](=O)[O-])c1	7%	-0.2%	i	42	15%	-6%	5	740	-1%	3%	-1.8	49
CCNC(=O)c1c(NC(=O)c2cc(-c3cc(C)ccc3O)n[nH]2)sc2c1CCCC2	1%	0.1%	i	57	15%	-1%	0	638	9%	11%	5.4	103
CSc1ncc(C(=O)Nc2cccnc2)c(C(F)(F)F)n1	-1%	0.4%	i	30	4%	-4%	-4	800	8%	-1%	1.4	88
Cc1cccnc1NC(=O)C1CCC1	4%	0.5%	i	60	-18%	-11%	7	829	-4%	-2%	0.8	62

More records
SMILES	Large T inhibition	GPR55 beta-arrestin	T cell modulator	T cell modulator vesicle-bound %	GPR55 LPI antagonism	LYP inhibition	Hep lipid drop	Hep lipid drop cells 6.5 µM	GPR35 arrestin U2OS	Rac1 GTP hydrolysis	NTR1 ag	NTR1 ag cell count 20 µM
CCC/C=C(\CCC)C(NS(=O)(=O)c1cccc2cccnc12)c1ccc(C(=O)OC)cc1 (centres undefined)	15%	0.5%	i	33	17%	5%	-8	779	-5%	/	9.2	91
CC(C)(C)c1ccc(OCC(=O)NCC(c2cccs2)N2CCOCC2)cc1 (centres undefined)	20%	/	i	47	/	/	/	/	/	3%	4.3	52
CN(C)S(=O)(=O)c1ccc(N2CCCC2)c(C(=O)NCC2CCCO2)c1 (centres undefined)	11%	/	i	32	/	/	/	/	/	1%	-0.9	67
NS(=O)(=O)c1cc(C(=O)Nc2ccc3c(c2)CCC3)ccc1Cl	0%	0.2%	i	16	10%	-8%	6	781	0%	5%	-0.8	41
O=C(N/N=C/c1ccccc1O)c1cccc2ccccc12	-7%	-0.1%	i	54	12%	-1%	/	/	-1%	12%	1.0	45
O=Cc1cn[nH]c1-c1ccccc1	24%	0.3%	i	38	4%	-8%	-21	657	2%	-2%	3.2	43
CCN(CC)c1ccc(C2C(C(=O)Nc3ccccn3)=C(C)NC3=C2C(=O)CC(C)(C)C3)cc1 (centres undefined)	11%	-0.2%	i	8	3%	-9%	/	/	3%	4%	-0.4	64
CC12CCC(=O)N1C(C(=O)N1CCN(c3ccccc3)CC1)CS2 (centres undefined)	10%	/	i	32	/	/	/	/	/	12%	-0.7	69
CCOC(=O)c1c(O)c2c([nH]c1=O)CCCC2	1%	-0.1%	i	43	-1%	-7%	0	775	6%	-1%	-0.6	69
COc1ccc(CNc2nc3ccccc3n2C(C)C)c(O)c1	6%	0.3%	i	66	13%	-11%	-50	726	-18%	5%	5.0	56
CCOc1ccccc1NC1=NC2CS(=O)(=O)CC2S1 (centres undefined)	12%	0.0%	i	45	-15%	-4%	11	672	15%	16%	-0.7	55
O=c1cc(CO)occ1OCc1cccc(C(F)(F)F)c1	1%	-0.1%	i	17	6%	-6%	/	/	-1%	11%	-1.6	95
COc1ccc(CNC(=O)CN(C)Cc2ccc(C(C)(C)C)cc2)cc1	12%	-0.2%	i	6	5%	-4%	0	853	15%	106µM*	1.6	44
C=CCOc1c(CNc2ccc(C(=O)O)cc2)cccc1OC	10%	0.1%	i	45	12%	6%	0	556	-7%	12%	21	47
CCc1ccc(N(C(=O)c2csnn2)C(C(=O)NC(C)(C)C)c2ccccn2)cc1 (centres undefined)	3%	-0.1%	i	20	10%	-6%	11	694	-7%	-32%	0.8	46
Cc1cccc(Nc2ccccc2C(=O)OCC(=O)N2CCOCC2)c1C	3%	-0.2%	i	24	33%	-2%	/	/	8%	6%	1.6	83
CCOC(=O)c1sc(=NC(=O)c2ccc(OC)c(OC)c2)n(C)c1C	-2%	0.6%	/	/	-1%	-12%	/	/	-14%	5%	0.4	60
COCCSc1nnc(NS(=O)(=O)c2ccc(C)cc2)s1	7%	-0.1%	i	52	-2%	-4%	1	673	9%	1%	-0.5	35
COc1ccc(NC(C)=O)cc1NC(=O)CN1CCN(CC(=O)Nc2ccc(Cl)cc2)CC1	16%	-0.3%	i	49	0%	-4%	/	/	3%	5%	-0.5	59
COc1ccc(NS(=O)(=O)c2cccc(C(=O)O)c2)cc1	3%	-0.2%	i	12	12%	3%	/	/	26%	-2%	1.9	43
CC1=NNC(=O)C1CC(=O)N/N=C/C=C/c1ccccc1 (centres undefined)	19%	-0.1%	i	17	-6%	4%	1	614	5%	10%	-2.3	59
Cc1cc(C)nc(/N=C(\N)Nc2ccc(S(=O)(=O)Nc3nc(C)cc(C)n3)cc2)n1	8%	0.2%	i	49	9%	-10%	3	751	-4%	/	0.6	47
COc1ccccc1OCc1nc(Cc2ccc(Cl)cc2)no1	9%	-0.1%	i	48	10%	-4%	-5	753	12%	-2%	-1.3	58

In another format: results already given.
Below each compound – Large T inhibition | GPR55 beta-arrestin | T cell modulator | T cell modulator vesicle-bound % | GPR55 LPI antagonism | LYP inhibition | Hep lipid drop | Hep lipid drop cells 6.5 µM | GPR35 arrestin U2OS | Rac1 GTP hydrolysis | NTR1 ag | NTR1 ag cell count 20 µM
CCOC(=O)c1c(O)c2c([nH]c1=O)CCCC2
    1% | -0.1% | i | 43 | -1% | -7% | 0 | 775 | 6% | -1% | -0.6 | 69
C=CCOc1c(CNc2ccc(C(=O)O)cc2)cccc1OC
    10% | 0.1% | i | 45 | 12% | 6% | 0 | 556 | -7% | 12% | 21 | 47
COc1ccc(CNC(=O)CN(C)Cc2ccc(C(C)(C)C)cc2)cc1
    12% | -0.2% | i | 6 | 5% | -4% | 0 | 853 | 15% | 106µM* | 1.6 | 44
CCOc1ccccc1NC1=NC2CS(=O)(=O)CC2S1 (centres undefined)
    12% | 0.0% | i | 45 | -15% | -4% | 11 | 672 | 15% | 16% | -0.7 | 55
